# RT RNaseH block = HIV-1 RT RNase H inhibitors, primary screen, biochemical, fluorescence. RT-RNase H RNA/DNA duplex cleavage. Gag-Pol polyprotein (Human immunodeficiency virus type 1 group M subtype B (isolate …. inhibition, % at 10 µM. AID 565, 2006. 1.9% of 65,000 active; in the data active means inhibition above about 50%
# RmlC RmlD mix = RmlC and RmlD coupled enzyme inhibitors, primary screen, biochemical, 384-well, compound mixtures, retest; RmlC/RmlD coupled enzyme inhibition, 384-well mixture HTS; inhibition, % at 5.5 µM; 0.39% of 110,000 active; in the data active means inhibition above about 30%, passing the limit was not always enough; inconclusive means no clear call, values can overlap the other calls; further: strong numbers were not always called active
# The depositor's hits bear a star; u = inconclusive; x = no result given. Not all compounds are listed, so the mix of outcomes need not match the whole.
SMILES,RT RNaseH block,RmlC RmlD mix
CC(C)(Oc1ccc(Cl)cc1)C(=O)NC1CCSC1=O (centres undefined),-6,7
COC(=O)c1[nH]c2ccc(C)cc2c1NC(=O)CCN1CCN(C2CCCCC2)CC1,1,11
O=c1[nH]c2ccc(S(=O)(=O)N3CCN(Cc4ccccc4)CC3)cc2[nH]c1=O,2,12
Cc1ccc(S(=O)(=O)CCC(=O)OCC(=O)Nc2ncc(Cl)cc2Cl)cc1,-1,15
Cc1cc(C)c(C)c(S(=O)(=O)N2C(=S)NC(=O)C2C(C)C)c1C (centres undefined),x,-6
COc1ccc(N2CCN(Cc3ccc(Br)s3)CC2)cc1,x,16
C=CCCC(=O)Nc1ccc(COC(=O)N2CCOCC2)cc1,-3,-6
Cc1ccc2c(c1)C(c1ccccc1)NCC(=O)N2 (centres undefined),-14,9
c1ccc2c(CSc3nnc(-c4ccncc4)o3)cccc2c1,x,-3
CCOC(=O)N1CCN(c2nc(-c3ccc(OC)cc3)no2)CC1,-1,4
O=C1OC(Nc2ccccn2)c2ccccc21 (centres undefined),x,8
COc1cc(/C=C2\SC(=S)N(Nc3ncc(C(F)(F)F)cc3Cl)C2=O)ccc1O,x,-2
Nc1ccc(O)c(-c2nc3ccccc3s2)c1,49,-8
COC(=O)c1cccc(N(C(=O)c2cnccn2)C(C(=O)NCc2ccccc2)c2ccco2)c1 (centres undefined),4,3
CCN(CC)c1ccc(N2C(=O)c3ccccc3C2=O)cc1,3,7
COc1ccc(C)cc1NC(=O)CSc1nnc(-c2ccc(C)cc2)o1,13,-7
Cn1c(NC(=O)c2ccc(Cl)cc2Cl)cc(=O)n(C)c1=O,-7,-1
O=C(Cn1cnc([N+](=O)[O-])n1)N/N=C/c1ccccc1O,x,6
Oc1ccc(/C=N/NC(=S)NCc2ccco2)cc1,x,-1
CCn1c2ccccc2c2nnc(SCc3cc(=O)n4ccsc4n3)nc21,-16,x
O=C1c2ccccc2C(O)N1c1cccnc1 (centres undefined),-6,6
CC1(C)CC(=O)C2=C(C1)OC(N)=C(C#N)C2C1CC=CCC1 (centres undefined),-8,4
CC(Sc1ccccc1)C(=O)Nc1ccc(N2CCOCC2)cc1 (centres undefined),x,21
O=C(Cn1c(=O)sc2ccccc21)NCCOc1ccccc1F,-17,-11
CCOC(=O)CSc1nnc(CSc2nc(C)cc(C)n2)n1Cc1ccco1,-6,-25
COc1cccc(C(=O)Nn2c(C)nnc2-n2nc(C)cc2C)c1,x,-14
Cc1ccc(N2CC(C(=O)N3CCN(C(=O)c4ccco4)CC3)CC2=O)cc1 (centres undefined),2,-1
CC1CCCCC1NC(=O)CN1CCN(Cc2ccccc2Cl)C1=O (centres undefined),-2,x
CCOc1ccccc1NC(=O)CN(c1ccc(C)cc1)S(=O)(=O)c1c(C)noc1C,-6,-9
Cn1c(CCNC(=O)c2ccco2)nc2cc(NC(=O)c3ccco3)ccc21,-8,-131
COC(=O)C(NC(=O)c1ccccc1)(Nc1cc(C)cc(C)n1)C(F)(F)F (centres undefined),x,7
O=C1c2ccccc2-c2cccc(NS(=O)(=O)c3ccc(C(F)(F)F)cc3)c21,x,6
CC1CCN(CCNC(=O)c2ccc3c(=O)n(CCc4ccccc4)c(=O)[nH]c3c2)CC1,7,x
COc1cc(C2SCC(=O)N2CCCN(C)C)cc(OC)c1OC (centres undefined),x,-9
COc1ccc(C)cc1Nc1cc(C)nc2ncnn12,-10,x
O=C1c2ccccc2C(=O)N1c1ccc(Cl)cc1,x,-14
O=C(Nc1cccc(Cl)c1)c1cnn2cccnc12,-50,2
CC1CCCC(C)N1CCNC(=O)CCn1nc(-c2ccccc2)ccc1=O (centres undefined),-20,x
O=C(Nc1ccc(N2CCCC(O)C2)cc1)c1snc2c(=O)[nH]cnc12 (centres undefined),x,13
Cc1ccc2cc(COC(=O)C3CCCO3)c(=O)[nH]c2c1 (centres undefined),x,-5
O=C(Cc1n[nH]c(=O)[nH]c1=O)N/N=C/c1cccc(O)c1,x,-9
COc1cc(C2SCC(=O)Nc3c2c(C)nn3-c2ccccc2)cc(OC)c1OC (centres undefined),x,1
Cc1ccc(Cn2c(CN3CC(C)OC(C)C3)nc3c2c(=O)[nH]c(=O)n3C)cc1 (centres undefined),-6,12
CCC(C)(C)n1nnnc1C(c1ccc2ncccc2c1)N1CCCCCC1 (centres undefined),x,-10
Cc1nn(-c2ccccc2)c(C)c1/C=N/NC(=O)c1cc(-c2ccccc2)n[nH]1,x,9
Cc1c(Cl)cccc1NC(=O)CCN1CCCCCC1,-3,11
O=C(CC(c1ccccc1)c1ccccc1)Nc1ccc2c(c1)OCCO2,x,2
COc1ccc(-c2cc([C@H]3[C@@H]4C=CCC[C@@]4(C)C(=O)N3Cc3ccccc3)ccc2F)cc1,x,-9
O=S(=O)(c1cccs1)n1cccn1,-12,5
CCN(Cc1ccccc1)C(c1ccc(C(F)(F)F)cc1)c1nnnn1C(C)(C)C (centres undefined),x,-16
O=C(c1ccco1)N1CCN(c2ncnc3c2oc2ccccc23)CC1,-22,3
O=C(NC1CC1)c1cc(=O)c2ccccc2o1,x,-15
CC(NC(=O)Cc1cccs1)C(c1cccs1)N1CCN(c2ccccc2)CC1 (centres undefined),3,4
CCOC(=O)N1CCC(Nc2c(Nc3ccc(F)cc3)c(=O)c2=O)CC1,x,4
O=C(OCc1c(Cl)cccc1Cl)c1ccccn1,-98,4
COC(=O)c1cc(C)sc1NC(=O)C1CC=CCC1C(=O)O (centres undefined),x,9
CCOC(=O)N1CCN(Cc2nc3c(c(=O)[nH]c(=O)n3C)n2Cc2cc(C)ccc2C)CC1,-2,5
COc1ccc(CC(=O)Nc2cc(Cl)ccc2O)cc1,-4,-11
Nc1nc(Cl)cc(Sc2ccc3ccccc3c2)n1,x,13
O=C1CC(c2ccccc2)CN1Cc1ccccc1 (centres undefined),-4,u

# Next part
smiles | RT RNaseH block | RmlC RmlD mix
CC(=O)Nc1ccc(-c2csc(NCc3ccco3)n2)cc1 | x | -8
CN(C)c1cc[n+](Cc2c(Cl)cccc2Cl)cc1 | x | 1
Cc1cc(C)cc(NC(=S)NC(=O)CCN2C(=O)c3ccccc3C2=O)c1 | x | 17
CN1C[C@@H]2C(c3ccc(Cl)nc3)C3(c4ccccc4)CC2(C3)[C@H]1c1ccccc1 (some centres undefined) | x | -3
O=C(NCc1cccc(Cl)c1)c1cnccn1 | -1 | 10
CC(=O)N1N=C(c2cccc([N+](=O)[O-])c2)OC1c1ccccc1Cl (centres undefined) | x | 9
O=C(N1CCOCC1)N1CCN(S(=O)(=O)c2ccccc2)C1 | -10 | 6
O=C(OCc1nnc(-c2ccccc2)o1)C1=COCCO1 | -13 | 4
Cc1ccc2nc(NC(=O)C3CCN(S(=O)(=O)c4ccc5c(c4)oc(=O)n5C)CC3)sc2c1 | 5 | -13
Cc1ccc(S(=O)(=O)NCc2ccc(C(=O)N(C)CCC#N)cc2)cc1 | 3 | 6
COc1ccccc1-n1c(C)nnc1SCC(=O)Nc1cccc(C(C)=O)c1 | -20 | -1
COc1ccc(Nc2nc(NC(C)(C)C)nc(N3CCCC3)n2)c(OC)c1 | x | -19
N=C1C(c2nc3ccccc3[nH]2)=C(O)CN1c1ccccc1 | -13 | -19
O=c1c2cc3c(=O)n(CC4CCCO4)c(=O)c3cc2c(=O)n1CC1CCCO1 (centres undefined) | -1 | 145
CC(=O)Nc1ccc(Oc2nc(C)cc(C)n2)cc1 | -7 | -14
O=C(CSCc1ccc(F)cc1)N1CCOCC1 | x | 2
COc1c2c(cc3oc(=O)c4c5ccc(O)cc5oc4c13)OC(C)(C)CC2 | x | -23
O=C(CSc1nc2ccccc2c(=O)[nH]1)Nc1ccc(S(=O)(=O)N2CCCC2)cc1 | -12 | -11
C/C(=C(\C#N)C(=O)NCc1ccccc1)N(C)C | x | 5
Cc1nnc2ccc(N3CCC4(CC3)OCCO4)nn12 | -10 | -9

# Part of the list above in order of SMILES length, descending:
smiles | RT RNaseH block | RmlC RmlD mix
Cc1ccc2nc(NC(=O)C3CCN(S(=O)(=O)c4ccc5c(c4)oc(=O)n5C)CC3)sc2c1 | 5 | -13
CN1C[C@@H]2C(c3ccc(Cl)nc3)C3(c4ccccc4)CC2(C3)[C@H]1c1ccccc1 (some centres undefined) | x | -3
O=C(CSc1nc2ccccc2c(=O)[nH]1)Nc1ccc(S(=O)(=O)N2CCCC2)cc1 | -12 | -11
O=c1c2cc3c(=O)n(CC4CCCO4)c(=O)c3cc2c(=O)n1CC1CCCO1 (centres undefined) | -1 | 145
COc1c2c(cc3oc(=O)c4c5ccc(O)cc5oc4c13)OC(C)(C)CC2 | x | -23
Cc1cc(C)cc(NC(=S)NC(=O)CCN2C(=O)c3ccccc3C2=O)c1 | x | 17
Cc1ccc(S(=O)(=O)NCc2ccc(C(=O)N(C)CCC#N)cc2)cc1 | 3 | 6
COc1ccc(Nc2nc(NC(C)(C)C)nc(N3CCCC3)n2)c(OC)c1 | x | -19
O=C(N1CCOCC1)N1CCN(S(=O)(=O)c2ccccc2)C1 | -10 | 6
CC(=O)Nc1ccc(-c2csc(NCc3ccco3)n2)cc1 | x | -8
O=C(OCc1nnc(-c2ccccc2)o1)C1=COCCO1 | -13 | 4
C/C(=C(\C#N)C(=O)NCc1ccccc1)N(C)C | x | 5
Cc1nnc2ccc(N3CCC4(CC3)OCCO4)nn12 | -10 | -9
O=C(CSCc1ccc(F)cc1)N1CCOCC1 | x | 2

# (continued)
smiles | RT RNaseH block | RmlC RmlD mix
CC(=O)c1cccc(N(C(=O)Cn2nnc3ccccc32)C(C(=O)NC2CCCCC2)c2cn(C)nc2C)c1 (centres undefined) | x | 7
N#CC1(c2ccccc2)CCCN1C(=O)c1ccco1 (centres undefined) | 2 | -9
CCCCN1C(=O)CC(C(=O)O)C1c1ccc(OC)cc1 (centres undefined) | x | 2
O=C(Cc1c(O)c2ccccc2[nH]c1=O)NCc1ccccc1F | -6 | 2
CCCCCC(=O)N/N=C(\C)c1ccccn1 | x | -15
O=c1oc2ccccc2cc1-c1nnc(NCc2ccco2)s1 | x | -13
CCOC(=O)C1=C(OCc2ccc(Cl)cc2)C2C=C(C)C=CC2N=C1 (centres undefined) | x | -14
Cn1c(N)c(C(=O)COC(=O)c2ccc3c(c2)OCCO3)c(=O)n(C)c1=O | -2 | -5
COC(=O)c1nc2cc3c(cc2c(C)c1C(=O)OC)OCO3 | x | -3
COc1ccc(S(=O)(=O)Nc2ccc(S(=O)(=O)N3CCOCC3)cc2)cc1C | -5 | -10
COc1ccc(C(=O)N=c2nc3ccccn3s2)cc1 | -7 | -10
COC(=O)CC1SC(=O)NC1=Nc1ccc(O)cc1 (centres undefined) | x | -11
C[C@H]1C=C(C(=O)NC2CC2)O[C@@H](OCc2ccc(CO)cc2)C1 | x | -7
CC12CC(NC(=O)N1c1cccc(C(=O)N3CCN(c4ccccn4)CC3)c1)c1ccccc1O2 (centres undefined) | -9 | 7
CCOc1ccccc1N(C(=O)c1snc(C(N)=O)c1N)C(C(=O)NCCC(C)C)c1ccco1 (centres undefined) | -11 | -17
COc1ccccc1NC(=O)c1nc[nH]c1C(=O)Nc1ccccc1OC | 83* | -5
O=C1OC(N2CCN(c3ccccn3)CC2)c2ccccc21 (centres undefined) | -12 | 14
COCCNC(=O)c1onc(CSc2ccc(F)c(F)c2)c1C(=O)O | x | -11
Cn1c(=O)c2c(nc(CN3CCN(Cc4ccccc4)CC3)n2Cc2cccc(Cl)c2)n(C)c1=O | -12 | 2
CC(C(=O)NCC1(c2ccccc2)CCCC1)N1CCCC1 (centres undefined) | 5 | -6
O=C1OC(N2CCN(C/C=C/c3ccccc3)CC2)c2ccccc21 (centres undefined) | -4 | x
COc1cc(CCC(=O)Nc2cc(Cl)ccc2N2CCN(C)CC2)cc(OC)c1OC | -4 | -3
O=C(c1ccccc1Nc1ccc(SC(F)F)cc1)N1CCCCCC1 | x | 8
CC(C)C(=O)NC(Nc1cccc2cccnc12)C(Cl)(Cl)Cl (centres undefined) | x | 5
COc1ccc(C2C3=C(CC(C)(C)CC3=O)Oc3ncn(CCCn4ccnc4)c(=N)c32)cc1 (centres undefined) | 6 | 7
CCn1c(=O)cc(N2CCC3(CC2)OCCO3)[nH]c1=O | -17 | -10
COc1ccc(NC(=O)C2CCCN(S(=O)(=O)c3c(C)[nH]c(=O)[nH]c3=O)C2)cc1 (centres undefined) | x | -8
CC(C)(C)NC(=O)[C@@H]1CN(Cc2cccnc2)CCN1C[C@@H](O)C[C@@H](Cc1ccccc1)C(=O)N[C@H]1c2ccccc2C[C@H]1O | x | -12
O=C(O)C1[C@H]2C(=O)N(C3CCCC3)C[C@]23C=C[C@H]1O3 (some centres undefined) | -2 | -5
Cc1cccc(NC(=O)C(C)Oc2ccccc2C)n1 (centres undefined) | -60 | 11
Cc1ccc(-c2nnn(CC(=O)Nc3ccc4nn(-c5ccccc5)nc4c3)n2)o1 | 76* | x
COc1ccc(C2C3=C(CCCC3=O)Nc3nc(SCc4ccccc4)nn32)cc1OC (centres undefined) | -1 | 4
COc1ccc(OC)c(NC(=O)Cn2cccc2)c1 | -1 | 2
CCc1nnc(NC(=O)C(C)C)s1 | x | 6
COc1cc(C(C(=O)NC2CCCCC2)N(Cc2cccs2)C(=O)Cc2c[nH]c3ccccc23)cc(OC)c1OC (centres undefined) | x | -1
COC(=O)Nc1nc2c(s1)CCCC2 | -4 | 4
CCO[C@H]1OC(C(N)=O)=C[C@@H](C2CCCCC2)[C@@H]1CCCO | x | -11
CCOC(=O)c1ccc(Oc2nc(SC)nc(N(C)C)n2)cc1 | -12 | 12
O=C(O)c1cc(S(=O)(=O)N2CCCCCC2)ccc1Cl | -1 | 4

# Bioassay records from PubChem.
